Bioassay records: PubChem, The Scripps Research Institute Molecular Screening Center
CHRM5 PAM: CHRM5 positive allosteric modulation; P08912; CHO-K1 hM5, Fluo-8 calcium, ACh EC20 PAM; 0% = ACh EC20, 100% = ACh EC100; activation, % at 3 µM; 360,000 tested, 0.3% active;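 active means activation above the run cutoff, the mean activation of all test compounds plus 3 SD, cut at about 18% in these data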
Target sequence (P08912 whole entry, looked up): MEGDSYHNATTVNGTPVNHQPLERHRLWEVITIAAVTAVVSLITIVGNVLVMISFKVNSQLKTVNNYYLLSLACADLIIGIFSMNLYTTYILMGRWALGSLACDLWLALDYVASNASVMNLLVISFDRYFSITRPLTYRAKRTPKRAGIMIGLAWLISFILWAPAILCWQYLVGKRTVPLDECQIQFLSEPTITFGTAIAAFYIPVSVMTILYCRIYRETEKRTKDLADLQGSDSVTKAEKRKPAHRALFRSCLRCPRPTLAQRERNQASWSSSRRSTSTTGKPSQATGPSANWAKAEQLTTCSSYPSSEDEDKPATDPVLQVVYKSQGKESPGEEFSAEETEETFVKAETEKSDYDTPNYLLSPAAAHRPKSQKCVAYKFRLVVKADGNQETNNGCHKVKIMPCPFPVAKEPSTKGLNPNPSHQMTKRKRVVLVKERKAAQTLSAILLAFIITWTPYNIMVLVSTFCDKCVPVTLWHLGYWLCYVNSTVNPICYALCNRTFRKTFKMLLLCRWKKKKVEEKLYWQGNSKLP
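Probe or stimulus: acetylcholine, EC20 level; Assay system: human M5 receptor in CHO-K1 cells; Schedule: compound preincubation 140 s before EC20 acetylcholine addition; Technique: intracellular calcium via Fluo-8 fluorescence; Dosing: single-point, 3 µM nominal; Read-out basis: percent activation from peak-over-basal fluorescence ratio, scaled EC20-to-EC100 acetylcholine; Repeats: one well per compound, no replicates.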
M1 PAM parental: M1 PAM counterscreen hit in parental CHO-K1 cells. ATP EC20, Fluo-8 calcium fluorescence; 0% at ATP EC20, 100% at ATP max. activation, % at 3 µM. 360,000 tested, 0.02% active. AID 602247;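 active means activation above the run cutoff, the mean activation of all test compounds plus 3 SD, cut at about 40% in these data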;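 further: peak over basal fluorescence ratio in a 140 s read after ATP addition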
CHO-K1 Ca ag: M1 agonist counterscreen hit in parental CHO-K1 cells | activation, % at 3 µM | AID 602248 | 360,000 tested, 0.48% active | Fluo-8 calcium fluorescence; scaled to maximal ATP response, vehicle zero; in the data active means activation above about 15%;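 further: untransfected CHO-K1 host cells lacking M1 receptor as counterscreen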
M5 antag: antagonists of human muscarinic M5 receptor (CHRM5); P08912; CHO-hM5 cells, Fluo-8 calcium fluorescence, ACh EC80; inhibition, % at 3 µM; 360,000 tested, 0.59% active;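 active means inhibition above a per-plate cutoff, the mean of that plate's test compounds plus 3 SD, cut at about 27% in these data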;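 further: 0% = acetylcholine EC80 with DMSO and 100% = DMSO without agonist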
M4 PAM: positive allosteric modulators of human muscarinic M4 receptor | AID 624126 | 360,000 tested, 0.4% active | CHO-K1 hM4/Gqi5, Fluo-8 calcium fluorescence, ACh EC20; 0% = ACh EC20, 100% = maximal ACh | P08173 | activation, % at 3 µM;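 active means activation above its plate's cutoff, the mean activation of sample wells plus 3 SD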; further: some results filed as inactive read as strong as hits
Target sequence (P08173 whole entry, looked up): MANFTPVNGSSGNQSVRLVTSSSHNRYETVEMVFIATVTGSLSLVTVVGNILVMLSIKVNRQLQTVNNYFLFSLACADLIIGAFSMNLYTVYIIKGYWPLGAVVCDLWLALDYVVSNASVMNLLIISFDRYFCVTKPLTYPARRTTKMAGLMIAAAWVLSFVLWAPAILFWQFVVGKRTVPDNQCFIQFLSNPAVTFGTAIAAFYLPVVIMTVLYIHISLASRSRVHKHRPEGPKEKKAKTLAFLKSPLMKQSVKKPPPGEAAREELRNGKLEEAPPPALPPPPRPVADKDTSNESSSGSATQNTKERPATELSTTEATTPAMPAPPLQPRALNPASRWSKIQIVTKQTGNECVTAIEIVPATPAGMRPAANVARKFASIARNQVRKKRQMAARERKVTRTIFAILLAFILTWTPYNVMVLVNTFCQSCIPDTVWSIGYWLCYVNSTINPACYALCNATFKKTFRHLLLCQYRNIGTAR
CHRM4 antagonist: antagonists of human muscarinic M4 receptor (CHRM4). 360,000 tested, 0.73% active. AID 624125. P08173. CHO-hM4 cells, ACh EC80, Fluo-8 calcium fluorescence. inhibition, % at 3 µM;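 active means inhibition above its plate's cutoff, the mean inhibition of sample wells plus 3 SD, cut at about 27% in these data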;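 further: 0% = acetylcholine EC80 with DMSO and 100% = DMSO without agonist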
CHRM5 agonist: agonists of human muscarinic M5 receptor (CHRM5) | CHO-K1 hM5 cells, Fluo-8 calcium fluorescence; 0% DMSO wells, 100% maximal acetylcholine response | P08912 | activation, % at 3 µM | AID 624037 | 360,000 tested, 0.19% active;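 active means activation above the run's mean over test compounds plus 3 SD, cut at about 23% in these data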;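 further: signal is peak over basal fluorescence ratio across the kinetic read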
CHO-K1 Ca antag: counter-screen for M1 antagonists: effect in parental CHO-K1 cells; ATP-induced calcium, Fluo-8 fluorescence; AID 602250; inhibition, % at 3 µM; 360,000 tested, 0.6% active;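 active means inhibition above a per-plate cutoff, the plate's mean sample inhibition plus 3 SD, cut at about 24% in these data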;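 further: 0% = DMSO plus EC80 ATP and 100% = DMSO alone without ATP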
M4 ag: CHRM4 agonism in calcium assay. activation, % at 3 µM. P08173. CHO-K1 hM4/Gqi5, Fluo-8 calcium fluorescence; vehicle 0%, full acetylcholine response 100%. 360,000 tested, 0.14% active;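 active means activation above the run mean over all test wells plus 3 SD, cut at about 32% in these data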;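 further: peak over basal fluorescence ratio per well then scaled between controls; 0% = DMSO wells and 100% = acetylcholine at EC100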
An asterisk follows results filed as active.

SMILES	CHRM5 PAM	M1 PAM parental	CHO-K1 Ca ag	M5 antag	M4 PAM	CHRM4 antagonist	CHRM5 agonist	CHO-K1 Ca antag	M4 ag
Cc1cc2ccccc2n2c(SCC(=O)N3CCOCC3)nnc12	-2.3	1.5	0.7	-12.4	0.3	-4.1	-0.7	-3.9	1.8
O=C(O)CCCC(=O)Nc1ccccc1C(=O)N1CCOCC1	3.1	1.6	0.1	-0.1	4.1	-0.6	-1.9	8.0	0.6
O=C(COc1ccc2c3c(c(=O)oc2c1)CCC3)N1CCCCC1	-2.5	15.2	1.1	13.5	-1.2	-6.0	-3.3	-21.2	1.5
O=C(Cc1ccc(-n2c(=O)[nH]c3ccsc3c2=O)cc1)NCc1cccnc1	-14.6	9.2	5.2	13.1	-20.1	8.7	1.9	2.0	17.1
Cc1[nH]nc2c1C1(CCC3(CC1)OCCO3)C(C#N)=C(N)O2	-3.5	11.3	1.7	-1.9	4.2	-15.9	-0.1	-21.5	2.5
Cc1ccc(C2=NN(C(=O)CSc3nccn3C)C(c3ccco3)C2)cc1 (stereo unspecified)	5.7	2.4	-0.4	-2.7	8.5	-6.4	-3.0	-8.0	-0.1
Cc1ccc(O)c(NC(=O)C2=CC(c3ccco3)=NS(=O)(=O)N2C)c1	-4.0	17.0	2.4	0.2	-0.6	-6.2	5.0	-11.4	4.1
CCC(C)NCc1ccc(C(=O)OC)o1 (stereo unspecified)	3.8	20.1	0.4	-8.9	4.4	-2.5	-2.6	-20.7	0.1
Cc1ccc(Oc2nc3ccccc3n3cccc23)cc1	-1.5	11.7	-0.1	8.9	8.7	-1.4	-1.8	-21.4	-1.0
COc1ccccc1NC(=O)N1CCC(NC(=O)C(Cc2ccccc2F)NC(C)=O)CC1 (stereo unspecified)	4.1	9.8	0.4	-7.7	6.5	-4.5	-1.5	-0.6	2.9

The final four entries of the section above are carried over, then new ones follow:
SMILES	CHRM5 PAM	M1 PAM parental	CHO-K1 Ca ag	M5 antag	M4 PAM	CHRM4 antagonist	CHRM5 agonist	CHO-K1 Ca antag	M4 ag
Cc1ccc(O)c(NC(=O)C2=CC(c3ccco3)=NS(=O)(=O)N2C)c1	-4.0	17.0	2.4	0.2	-0.6	-6.2	5.0	-11.4	4.1
CCC(C)NCc1ccc(C(=O)OC)o1 (stereo unspecified)	3.8	20.1	0.4	-8.9	4.4	-2.5	-2.6	-20.7	0.1
Cc1ccc(Oc2nc3ccccc3n3cccc23)cc1	-1.5	11.7	-0.1	8.9	8.7	-1.4	-1.8	-21.4	-1.0
COc1ccccc1NC(=O)N1CCC(NC(=O)C(Cc2ccccc2F)NC(C)=O)CC1 (stereo unspecified)	4.1	9.8	0.4	-7.7	6.5	-4.5	-1.5	-0.6	2.9
CCC(=O)Nc1nc(-c2ccccc2)ns1	-0.7	6.8	1.3	-6.8	6.8	3.3	-0.4	-0.3	1.1
CC(C)NC(=O)Nc1ccc2c(c1)C(=O)N([C@H](C)CO)C[C@H](C)[C@@H](CN(C)S(C)(=O)=O)O2	7.8	13.4	0.9	-5.6	2.5	-0.1	3.1	-5.5	1.9
Cc1ccc(SCC(=O)c2ccc[nH]2)cc1	6.8	3.3	0.7	2.7	-2.4	-8.0	-3.7	-7.3	1.3
CCOC(=O)c1c(C)c(C(=O)N(C)C2CCCCC2)c(C)n1C	-2.1	8.0	0.4	8.3	1.8	-5.2	-0.3	-14.0	0.7
CCCCSc1[nH]c(=O)c(C(=O)OCC)cc1C#N	-0.8	-2.3	-0.3	1.1	1.9	6.2	-0.8	5.2	-1.1
Cc1cccc2sc(NC(=O)CSc3cn[nH]n3)nc12	-0.7	-7.2	7.3	2.5	-4.0	3.5	3.4	-12.0	5.5
Nc1ccn(CCCNC2CCN(Cc3ccccc3)CC2)c(=O)n1	5.2	17.7	0.2	-5.9	5.9	-8.3	-2.2	-9.0	0.5
COc1ccc(Nc2cc(C(=O)NCCCN3CCOCC3)c3ccccc3n2)cc1	3.4	18.4	2.5	-1.4	-2.5	9.4	-1.2	-15.7	4.8
CC(=O)c1ccc(N2CCN(C(=O)c3ccc4nc[nH]c4c3)CC2)cc1	-3.1	-0.8	-0.5	10.2	-5.7	4.7	0.5	1.1	0.2
O=C(Nc1ccc(OC(F)(F)F)cc1)NC1CCC(Oc2ccc(C(=O)O)cc2)CC1 (stereo unspecified)	3.4	1.1	-0.5	3.4	6.7	4.2	1.2	-7.5	0.1
CC(C)Oc1ccc(C(=O)NC2CCN(Cc3ccccc3)CC2)cc1	-1.6	-12.9	0.8	8.9	3.4	-2.0	-6.6	-14.1	0.4
CCC(C)SCC(=O)Nc1ccc(S(=O)(=O)N2CCOCC2)cc1OC (stereo unspecified)	3.3	-4.8	0.6	4.4	-1.7	-7.2	5.3	-10.3	1.3
Cc1nc(-c2ccccc2)sc1-c1n[nH]c(=S)n1C	4.3	6.6	0.1	-5.8	23.3	-2.5	1.1	2.1	1.1
O=C(CCCn1c(SCC(=O)Nc2ccccc2Cl)nc2ccccc2c1=O)NCC1CCCO1 (stereo unspecified)	1.1	-2.5	1.6	-2.3	2.8	-17.6	0.7	-5.1	4.3
Cc1ccc2ccc(S(=O)(=O)NCc3ccccn3)cc2c1	-0.6	-3.1	3.1	10.2	-10.1	-6.8	1.2	15.2	5.9
O=C(NNC(=O)c1ccccc1C(=O)O)c1cc2ccccc2o1	3.8	5.2	0.0	-8.8	-7.0	-1.9	-1.4	-0.1	1.1
Cc1cc(C)cc(OCC(=O)OCC(=O)N(CC(C)C)c2c(N)n(Cc3ccccc3)c(=O)[nH]c2=O)c1	-3.9	-7.5	0.9	1.4	-1.6	-0.4	-0.6	-5.2	-0.1
COc1ccc(C=NCCC2(O)CC(C)N(C)CC2C)cc1 (stereo unspecified)	3.0	-4.4	-0.1	-6.2	-4.7	-5.9	-0.9	22.1	-0.4
COc1ccc(NC(=O)c2cc(-c3cc(Cl)ccc3OC)n[nH]2)cc1OC	-1.4	12.0	3.0	8.2	-0.2	7.4	-0.5	-4.3	5.7
Cc1cccc(NC(=O)CSc2nnc(Cn3cnc4ccccc43)o2)c1	-7.4	-7.4	2.0	13.8	2.3	6.2	3.5	3.3	3.8

Structural class, the compounds so far with fluorine
SMILES	CHRM5 PAM	M1 PAM parental	CHO-K1 Ca ag	M5 antag	M4 PAM	CHRM4 antagonist	CHRM5 agonist	CHO-K1 Ca antag	M4 ag
COc1ccccc1NC(=O)N1CCC(NC(=O)C(Cc2ccccc2F)NC(C)=O)CC1 (stereo unspecified)	4.1	9.8	0.4	-7.7	6.5	-4.5	-1.5	-0.6	2.9
O=C(Nc1ccc(OC(F)(F)F)cc1)NC1CCC(Oc2ccc(C(=O)O)cc2)CC1 (stereo unspecified)	3.4	1.1	-0.5	3.4	6.7	4.2	1.2	-7.5	0.1

New compounds follow:
SMILES	CHRM5 PAM	M1 PAM parental	CHO-K1 Ca ag	M5 antag	M4 PAM	CHRM4 antagonist	CHRM5 agonist	CHO-K1 Ca antag	M4 ag
O=C(c1cc2sccc2n1Cc1ccccc1)N1CCCc2ccccc21	0.8	12.3	0.0	-2.5	-11.1	4.1	-3.9	-10.1	-1.5
CCOc1ccccc1CN1C(=O)NC2(CCCCCC2)C1=O	0.6	21.2	0.2	7.5	-0.9	9.4	-1.3	-3.3	0.4
O=C(CCC(=O)Nc1ccc(F)cc1)N/N=C/c1cc([N+](=O)[O-])ccc1O	0.1	28.1	2.6	-0.9	-0.9	-3.3	-3.0	-10.3	1.0
O=C(Cc1ccccn1)Nc1ccccc1	9.2	1.4	-0.1	-10.3	12.9	-18.2	-3.5	10.2	0.2
Cc1nn(C(=O)CNS(=O)(=O)c2ccccc2)c(C)c1Sc1ccc(Cl)cc1	-10.3	27.9	5.1	12.6	-7.2	2.0	-0.1	-13.1	4.5
CCC1Oc2ccccc2N(CC(=O)NCCN2C(C)CCCC2C)C1=O (stereo unspecified)	-4.3	2.6	0.3	-4.1	0.8	-6.3	-5.9	-9.9	0.8
O=c1[nH]c2cc3c(cc2cc1CN(CCCO)Cc1nnnn1Cc1ccc(F)cc1)OCO3	-4.2	12.1	0.1	-8.2	13.2	-2.9	-2.5	-16.4	0.9
Cc1cccc(OCC2CCCN(Cc3nc(C4CC4)no3)C2)c1 (stereo unspecified)	9.7	15.4	1.1	-0.4	-1.9	0.3	-2.8	-11.9	-0.6
CC(Oc1ccc(-c2ccccc2)c(F)c1)c1ccn(S(=O)(=O)c2ccc(Cl)cc2)n1 (stereo unspecified)	-16.9	-30.7	0.2	2.4	-0.9	-6.6	-5.7	1.0	0.2
CCOc1ccc(C(=O)C2CCN(CC(=O)Nc3ccccc3N3CCOCC3)CC2)cc1	6.8	3.8	-0.5	-3.6	6.5	-7.4	-0.9	-6.2	-1.1
C=CCNC(=O)CCCC(=O)NCC=C	3.7	5.7	1.3	-0.6	1.1	-9.8	0.9	-4.7	0.2
COc1cccc(-c2ncc3ccccc3c2COC(=O)c2cccc(Br)c2)c1	3.3	-0.4	0.5	3.1	2.9	-4.0	-0.3	-19.3	3.2
COc1cc(C(=O)NC(=S)N2CCN(C)CC2)cc(OC)c1OC	14.1	23.7	-0.1	5.1	9.2	-9.0	2.5	-26.1	0.0
Brc1ccc(-c2csc(N3CCc4ccccc4C3)n2)cc1	3.2	13.7	0.1	-1.8	9.1	-12.5	-0.8	-11.3	1.0
O=C(Nc1c[nH]c(=O)[nH]c1=O)c1cccc([N+](=O)[O-])c1	21.7*	7.0	0.4	-15.8	-6.6	-7.4	4.2	-2.9	0.5
Cc1nnc2c(SC(C)C)nc3ccccc3n12	8.3	4.2	0.6	1.8	-1.5	2.2	-2.3	-6.5	0.1
Cc1nc(SCC(=O)c2ccc(F)c(F)c2)[nH]c(=O)c1Oc1ccc(F)cc1	3.7	-4.7	0.2	8.4	6.8	-3.0	0.6	-3.7	-0.1
Cc1ccc(OCc2nnc(SCc3cc(=O)[nH]c4ccccc34)n2-c2ccccc2)cc1	-0.5	9.5	1.1	-5.8	2.1	4.9	3.7	-5.0	-0.6
COc1ccc(CN2CCC(C)(Oc3cccc(F)c3)C2)c2ccccc12 (stereo unspecified)	-1.1	14.5	0.4	2.5	-1.4	-5.1	-1.0	-18.9	-0.5
